Screens deposited in PubChem BioAssay by NCI.
yeast mlh1 rad18: NCI yeast anticancer drug screen, S. cerevisiae mlh1 rad18 strain; % growth inhibition at 50 µM; 11% of 79,000 active;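 note: 0% = growth of vehicle-only cultures of the same strain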
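Steps: expose repair-defective yeast to compound; measure growth; express inhibition against vehicle-treated controls.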
sgs1 mgt1: NCI yeast anticancer drug screen, S. cerevisiae sgs1 mgt1 strain; AID 161; 10% of 78,000 active; % growth inhibition at 50 µM;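 note: 0% = growth of vehicle-only cultures of the same strain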
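Test agents were incubated with a DNA-repair-mutant yeast strain. Growth was then read and compared against vehicle-treated controls.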
rad50: NCI yeast anticancer drug screen, S. cerevisiae rad50 strain; AID 155; 10% of 79,000 active; % growth inhibition at 50 µM;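 note: 0% = growth of vehicle-only cultures of the same strain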
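Growth of the mutant yeast was measured after compound exposure and referenced to vehicle-treated cultures.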
yeast mec2-1: NCI yeast anticancer drug screen, S. cerevisiae mec2-1 strain; growth inhibition, % at 50 µM; 9% of 79,000 active;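 note: 0% = growth of vehicle-only cultures of the same strain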
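Strain: mec2-1 (DNA repair/cell cycle alteration). Compound exposure, then growth measured; inhibition expressed relative to vehicle.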
yeast bub3: NCI yeast anticancer drug screen, S. cerevisiae bub3 mutant strain | 9.9% of 78,000 active | growth inhibition, % at 50 µM | AID 167;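 note: 0% = growth of vehicle-only cultures of the same strain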
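Part of a panel of yeast mutants defective in DNA damage repair or cell cycle regulation. Each strain is grown with compound, and inhibition is calculated relative to solvent-treated cultures.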
cln2 rad14: NCI yeast anticancer drug screen, S. cerevisiae cln2 rad14 strain; 8.3% of 78,000 active; growth inhibition, % at 50 µM;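 note: 0% = growth of vehicle-only cultures of the same strain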
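Yeast carrying cln2 and rad14 alterations (cell cycle control and DNA damage repair) were exposed to compounds. Growth inhibition was measured against vehicle-treated controls.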
* hit, by the source's call. Cut-off read from the data, not from the text of the source: active = growth inhibition above about 70%; inactive = the rest.

Results for COc1cc(C(=O)C=O)cc(OC)c1OC ?
yeast mlh1 rad18: 67; sgs1 mgt1: 73*; rad50: 44; yeast mec2-1: 57; yeast bub3: 32; cln2 rad14: 37

What do the screens show for `O=C(O)c1c2ccccc2nc2c1sc1ccccc12`?
yeast mlh1 rad18: -8; sgs1 mgt1: -3; rad50: -18; yeast mec2-1: -8; yeast bub3: -1; cln2 rad14: -64

What do the screens show for `CCN(CC)CC(C)(C)C(O)c1ccc(OC)c2ccccc12` (centres undefined)?
yeast mlh1 rad18: 9; sgs1 mgt1: 18; rad50: -6; yeast mec2-1: 7; yeast bub3: 9; cln2 rad14: -27

Results for Nc1ccc(OCCc2c(N)nc(N)nc2N)cc1 ?
yeast mlh1 rad18: 10; sgs1 mgt1: 12; rad50: -1; yeast mec2-1: 7; yeast bub3: 23; cln2 rad14: -4

How did CCOC(=O)C(C)N1CCCCCC1 (centres undefined) do in these assays?
yeast mlh1 rad18: -11; sgs1 mgt1: -18; rad50: -29; yeast mec2-1: -30; yeast bub3: -8; cln2 rad14: -28

Results for Cc1nn(C)c(Cl)c1C(=O)Nc1ccccc1 ?
yeast mlh1 rad18: 3; sgs1 mgt1: -4; rad50: -44; yeast mec2-1: -10; yeast bub3: 14; cln2 rad14: -41

Results for S=C(N/N=C(/c1ccccc1)c1ccccn1)N1CCCCC1 ?
yeast mlh1 rad18: 91*; sgs1 mgt1: 88*; rad50: 80*; yeast mec2-1: 86*; yeast bub3: 90*; cln2 rad14: 89*

What do the screens show for `COc1ccc(OC)c2c1C(=O)c1ccccc1C2=O`?
yeast mlh1 rad18: 35; sgs1 mgt1: 49; rad50: 65; yeast mec2-1: 64; yeast bub3: 25; cln2 rad14: -3

What do the screens show for `Cc1cc(=O)c2c(Br)ccc(Br)c2[nH]1`?
yeast mlh1 rad18: -14; sgs1 mgt1: -1; rad50: 4; yeast mec2-1: -16; yeast bub3: 7; cln2 rad14: 3

What do the screens show for `COC(=O)c1cc(C(=O)O)cc2c1c(=O)[nH]c1ccccc12`?
yeast mlh1 rad18: 16; sgs1 mgt1: 9; rad50: 9; yeast mec2-1: -4; yeast bub3: 18; cln2 rad14: 13

Copied from the results shown for reference:
What do the screens show for `COc1ccc(OC)c2c1C(=O)c1ccccc1C2=O`?
yeast mlh1 rad18: 35; sgs1 mgt1: 49; rad50: 65; yeast mec2-1: 64; yeast bub3: 25; cln2 rad14: -3

What do the screens show for `Cc1cc(=O)c2c(Br)ccc(Br)c2[nH]1`?
yeast mlh1 rad18: -14; sgs1 mgt1: -1; rad50: 4; yeast mec2-1: -16; yeast bub3: 7; cln2 rad14: 3

What do the screens show for `COC(=O)c1cc(C(=O)O)cc2c1c(=O)[nH]c1ccccc12`?
yeast mlh1 rad18: 16; sgs1 mgt1: 9; rad50: 9; yeast mec2-1: -4; yeast bub3: 18; cln2 rad14: 13

Carrying on:
Results for Cc1cc(=O)c2c(o1)C(=O)c1occc1C2=O ?
yeast mlh1 rad18: -13; sgs1 mgt1: -4; rad50: -10; yeast mec2-1: -34; yeast bub3: -6; cln2 rad14: 6

How did CN1c2ccccc2N(C(=O)c2ccc([N+](=O)[O-])cc2)C(CC(=O)O)c2cccn21 (centres undefined) do in these assays?
yeast mlh1 rad18: 3; sgs1 mgt1: -16; rad50: 3; yeast mec2-1: -31; yeast bub3: -16; cln2 rad14: 5

What do the screens show for `CC(=O)CC1=CCCC1`?
yeast mlh1 rad18: 3; sgs1 mgt1: 9; rad50: 6; yeast mec2-1: 3; yeast bub3: 10; cln2 rad14: 7

What do the screens show for `CCCCCCCCCCCCCC(=O)NCC(=O)NC(C)C(=O)NC(CCCNC(=N)N)C(=O)NC(C)C(=O)NC(CO)C(=O)NC(C(=O)NC(CC(C)C)C(=O)NC(CO)C(=O)NCC(=O)NCC(=O)NC(CCC(=O)O)C(=O)NC(CC(C)C)C(=O)NC(CC(=O)O)C(=O)NC(CCCNC(=N)N)C(=O)NC(Cc1c[nH]c2ccccc12)C(=O)NC(Cc1ccc(O)cc1)C(N)=O)C(C)C` (centres undefined)?
yeast mlh1 rad18: -6; sgs1 mgt1: -13; rad50: -4; yeast mec2-1: -7; yeast bub3: -40; cln2 rad14: 9

What do the screens show for `CC(C)(C)n1nc(C2CC2)c(Br)c1NC(=O)c1ccccc1F`?
yeast mlh1 rad18: 11; sgs1 mgt1: 9; rad50: -7; yeast mec2-1: -12; yeast bub3: 6; cln2 rad14: 3

How did O=C(OC1(c2ccccc2)OC(=O)c2ccccc21)c1ccccc1C(=O)c1ccccc1 (centres undefined) do in these assays?
yeast mlh1 rad18: -26; sgs1 mgt1: -12; rad50: -7; yeast mec2-1: 2; yeast bub3: 3; cln2 rad14: 3

What do the screens show for `NC(=O)C(Cc1ccc(O)cc1)NC(=O)c1ccccc1` (centres undefined)?
yeast mlh1 rad18: -14; sgs1 mgt1: 0; rad50: -9; yeast mec2-1: -17; yeast bub3: 22; cln2 rad14: 2

Results for C=C(COC(=O)C(C)C)[C@H]1Oc2ccc(C(C)=O)cc2[C@@H]1OC(=O)C(C)C ?
yeast mlh1 rad18: -23; sgs1 mgt1: -16; rad50: -12; yeast mec2-1: -4; yeast bub3: 0; cln2 rad14: -10

Results for O=c1[nH]c2cc(Cl)ccc2nc1C1=C(O)c2ccccc2C1 ?
yeast mlh1 rad18: 31; sgs1 mgt1: 24; rad50: 32; yeast mec2-1: 13; yeast bub3: 7; cln2 rad14: 3

How did COC1C(O)CC(OC2C(C)OC(Oc3cc(O)c4c(O)c5c(cc4c3)C[C@@H]([C@H](OC)C(=O)[C@@H](O)[C@@H](C)O)[C@H](OC3CC(OC4CC(OC6CC(C)(O)C(O)C(C)O6)C(O)C(C)O4)C(O)C(C)O3)C5=O)CC2OC(C)=O)OC1C (some centres undefined) do in these assays?
yeast mlh1 rad18: 0; sgs1 mgt1: -33; rad50: -8; yeast mec2-1: -3; yeast bub3: 2; cln2 rad14: 10

What do the screens show for `Cc1[nH]n(C(=O)c2ccc(Cl)cc2)c(=O)c1/C=C1\C(O)=CC(=O)c2ccccc21`?
yeast mlh1 rad18: 17; sgs1 mgt1: 19; rad50: 32; yeast mec2-1: -7; yeast bub3: 31; cln2 rad14: -20

Results for OCCCCCCN=Cc1ccccc1O.OCCCCCCN=Cc1ccccc1O.[Cu] ?
yeast mlh1 rad18: 15; sgs1 mgt1: 72*; rad50: 48; yeast mec2-1: -1; yeast bub3: 4; cln2 rad14: -48

Results for CCCCCC[C@H](C/C=C\CCCCCCCC(=O)OCCCC)OC(C)=O ?
yeast mlh1 rad18: -9; sgs1 mgt1: -10; rad50: -15; yeast mec2-1: 0; yeast bub3: -29; cln2 rad14: -14

Results for Oc1ccc2ccc(O)cc2c1 ?
yeast mlh1 rad18: 5; sgs1 mgt1: 10; rad50: 21; yeast mec2-1: 22; yeast bub3: 12; cln2 rad14: 12

What do the screens show for `Cc1ccc(S(=O)(=O)N/N=C/c2oc(-c3cccc([N+](=O)[O-])c3)c(-c3cccc([N+](=O)[O-])c3)c2[N+](=O)[O-])cc1`?
yeast mlh1 rad18: 90*; sgs1 mgt1: 92*; rad50: 87*; yeast mec2-1: 93*; yeast bub3: 88*; cln2 rad14: 92*

What do the screens show for `CN1CCN(CCOC(=O)N2c3ccccc3Sc3ccccc32)CC1`?
yeast mlh1 rad18: 4; sgs1 mgt1: 46; rad50: 9; yeast mec2-1: -13; yeast bub3: 16; cln2 rad14: -14

What do the screens show for `FC(F)(F)c1[nH]nc(-c2cccs2)c1N=NN1CCOCC1`?
yeast mlh1 rad18: 98*; sgs1 mgt1: 97*; rad50: 98*; yeast mec2-1: 99*; yeast bub3: 99*; cln2 rad14: 99*

What do the screens show for `CC1=C(C(=O)Nc2cc(F)c(F)cc2F)C(c2cccc([N+](=O)[O-])c2)C(C(=O)Nc2ccccc2C(F)(F)F)=C(C)N1` (centres undefined)?
yeast mlh1 rad18: -3; sgs1 mgt1: 8; rad50: 20; yeast mec2-1: 22; yeast bub3: 10; cln2 rad14: 2

What do the screens show for `CSc1ccccc1C(C)(C)O`?
yeast mlh1 rad18: 26; sgs1 mgt1: 3; rad50: 25; yeast mec2-1: -3; yeast bub3: -1; cln2 rad14: -30

How did Cc1ccc(N(C(=O)Nc2ccc(F)c(Cl)c2)C2=NCC(C)S2)cc1 (centres undefined) do in these assays?
yeast mlh1 rad18: -51; sgs1 mgt1: -45; rad50: -57; yeast mec2-1: -14; yeast bub3: -5; cln2 rad14: -14

What do the screens show for `O=C(O)c1[nH]c2c(=O)[nH]c(=O)[nH]c2c1Br`?
yeast mlh1 rad18: 15; sgs1 mgt1: -16; rad50: 5; yeast mec2-1: -3; yeast bub3: 2; cln2 rad14: -4

What do the screens show for `O=C(Nc1ccc(Cl)c(Cl)c1)Oc1ccc(Cl)cc1C(=O)Nc1ccccc1`?
yeast mlh1 rad18: 38; sgs1 mgt1: 29; rad50: -14; yeast mec2-1: -3; yeast bub3: 28; cln2 rad14: -7

Results for Cc1ccc2[nH]c(N(C)C)nc2c2nc(Cl)nc1-2 ?
yeast mlh1 rad18: -2; sgs1 mgt1: -3; rad50: -11; yeast mec2-1: -24; yeast bub3: -1; cln2 rad14: 2

What do the screens show for `COc1ccc(C=O)c(Cl)c1OC`?
yeast mlh1 rad18: -17; sgs1 mgt1: 1; rad50: 27; yeast mec2-1: 14; yeast bub3: -8; cln2 rad14: 7

How did Nc1ccc(N(C(=O)c2ccccc2)C(=O)c2ccccc2)c(-c2ccccc2)c1 do in these assays?
yeast mlh1 rad18: 23; sgs1 mgt1: 6; rad50: 20; yeast mec2-1: 9; yeast bub3: 11; cln2 rad14: 3

Results for CC(C)(C)C(=O)OCC1CCC[N+]2(C)CCCCC12 (centres undefined) ?
yeast mlh1 rad18: -8; sgs1 mgt1: 33; rad50: 11; yeast mec2-1: 1; yeast bub3: 9; cln2 rad14: 8

Results for CCOC(=O)c1c(NCc2ccccc2)n(-c2ccccc2)c(=S)n(-c2ccccc2)c1=O ?
yeast mlh1 rad18: 53; sgs1 mgt1: 1; rad50: 17; yeast mec2-1: -7; yeast bub3: 15; cln2 rad14: 32

What do the screens show for `COc1ccc(C)c(C2=CCCCC2)c1`?
yeast mlh1 rad18: -16; sgs1 mgt1: -9; rad50: 5; yeast mec2-1: 3; yeast bub3: -2; cln2 rad14: -7

How did Oc1ccc2ccccc2c1/C=N\Sc1ccc(Br)cc1 do in these assays?
yeast mlh1 rad18: 50; sgs1 mgt1: 64; rad50: 35; yeast mec2-1: 38; yeast bub3: 32; cln2 rad14: 28

What do the screens show for `O=C1Nc2ccccc2SC1c1ccccc1` (centres undefined)?
yeast mlh1 rad18: 99*; sgs1 mgt1: 99*; rad50: 98*; yeast mec2-1: 100*; yeast bub3: 99*; cln2 rad14: 99*

Next part (2 carried over from the part before).
How did Oc1ccc2ccccc2c1/C=N\Sc1ccc(Br)cc1 do in these assays?
yeast mlh1 rad18: 50; sgs1 mgt1: 64; rad50: 35; yeast mec2-1: 38; yeast bub3: 32; cln2 rad14: 28

What do the screens show for `O=C1Nc2ccccc2SC1c1ccccc1` (centres undefined)?
yeast mlh1 rad18: 99*; sgs1 mgt1: 99*; rad50: 98*; yeast mec2-1: 100*; yeast bub3: 99*; cln2 rad14: 99*

Results for CCCCCCCCCCCCCCCCN1C(=O)C2C(C1=O)C1(Cl)C(Cl)=C(Cl)C2(Cl)C1(Cl)Cl (centres undefined) ?
yeast mlh1 rad18: 10; sgs1 mgt1: -3; rad50: 8; yeast mec2-1: -6; yeast bub3: -5; cln2 rad14: -1

Results for COC[C@@H](N=Cc1ccc(OC)cc1)C(C)C ?
yeast mlh1 rad18: -30; sgs1 mgt1: -50; rad50: -12; yeast mec2-1: -19; yeast bub3: 26; cln2 rad14: -29

How did CC(=O)OC1C(C)OC(n2cnc3c(=O)[nH]cnc32)C(OC(C)=O)C1OC(C)=O (centres undefined) do in these assays?
yeast mlh1 rad18: 28; sgs1 mgt1: 16; rad50: 37; yeast mec2-1: 9; yeast bub3: 6; cln2 rad14: -7

What do the screens show for `COC(=O)Oc1nn(C(=O)OC)c(=O)c2ccccc12`?
yeast mlh1 rad18: 86*; sgs1 mgt1: 44; rad50: 91*; yeast mec2-1: 24; yeast bub3: 100*; cln2 rad14: 100*

Results for Cc1c(C)c(C)c(S(=O)(=O)NCCNS(=O)(=O)c2c(C)c(C)c(C)c(C)c2C)c(C)c1C ?
yeast mlh1 rad18: 2; sgs1 mgt1: -1; rad50: 6; yeast mec2-1: -16; yeast bub3: -2; cln2 rad14: 15

Results for O=C(O)Cc1ccc2c(c1O)C(=O)c1c(ccc(CC(=O)O)c1O)C2=O ?
yeast mlh1 rad18: 34; sgs1 mgt1: 26; rad50: 36; yeast mec2-1: -12; yeast bub3: 9; cln2 rad14: 28

Results for COc1ccccc1C(=O)NCC1CCCN2CCCCC12 (centres undefined) ?
yeast mlh1 rad18: -45; sgs1 mgt1: 15; rad50: 6; yeast mec2-1: -7; yeast bub3: 1; cln2 rad14: -6
